Kir21 block: Kir2.1 (mouse) channel inhibition; P35561; HEK293-Kir2.1, FluxOR thallium flux fluorescence; stronger effect = lower value; B-score at 10 µM; 310,000 compounds, 0.85% hits; AID 1672;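 active means fluorescence ratio B-score at or below minus 3 SD of library scores, with starting-brightness B-score within 2 SD, cut at about -4.2 in these data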;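 further: channel flux triggered by added potassium and thallium sulfate stimulus; B-score of peak minus minimum fluorescence over baseline after thallium stimulus; more negative B-score means stronger Kir2.1 block with less thallium influx; some compounds called inactive have numbers as strong as hits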
Target sequence (P35561 whole entry, looked up): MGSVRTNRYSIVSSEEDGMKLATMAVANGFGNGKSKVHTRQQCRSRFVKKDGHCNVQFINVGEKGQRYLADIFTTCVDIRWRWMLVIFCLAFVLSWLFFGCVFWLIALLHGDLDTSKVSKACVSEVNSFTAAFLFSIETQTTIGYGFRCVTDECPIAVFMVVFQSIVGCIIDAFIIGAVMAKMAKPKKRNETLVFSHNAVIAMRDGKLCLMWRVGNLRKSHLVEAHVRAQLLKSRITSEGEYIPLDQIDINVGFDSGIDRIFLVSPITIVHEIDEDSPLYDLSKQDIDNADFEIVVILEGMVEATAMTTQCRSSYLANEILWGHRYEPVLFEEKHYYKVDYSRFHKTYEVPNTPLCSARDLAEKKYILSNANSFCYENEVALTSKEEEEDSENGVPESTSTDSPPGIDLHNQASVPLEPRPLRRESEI
STK33 inh: inhibitors of human STK33 kinase; purified STK33, MBP phosphorylation, ADP-Glo luminescence; 320,000 compounds, 0.073% hits; inhibition, % at 10 µM; AID 2661; Q9BYT3;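 active means inhibition at or above 25%, using the most active replicate where run in duplicate; inactive means inhibition below 25%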
Target sequence (Q9BYT3 whole entry, looked up): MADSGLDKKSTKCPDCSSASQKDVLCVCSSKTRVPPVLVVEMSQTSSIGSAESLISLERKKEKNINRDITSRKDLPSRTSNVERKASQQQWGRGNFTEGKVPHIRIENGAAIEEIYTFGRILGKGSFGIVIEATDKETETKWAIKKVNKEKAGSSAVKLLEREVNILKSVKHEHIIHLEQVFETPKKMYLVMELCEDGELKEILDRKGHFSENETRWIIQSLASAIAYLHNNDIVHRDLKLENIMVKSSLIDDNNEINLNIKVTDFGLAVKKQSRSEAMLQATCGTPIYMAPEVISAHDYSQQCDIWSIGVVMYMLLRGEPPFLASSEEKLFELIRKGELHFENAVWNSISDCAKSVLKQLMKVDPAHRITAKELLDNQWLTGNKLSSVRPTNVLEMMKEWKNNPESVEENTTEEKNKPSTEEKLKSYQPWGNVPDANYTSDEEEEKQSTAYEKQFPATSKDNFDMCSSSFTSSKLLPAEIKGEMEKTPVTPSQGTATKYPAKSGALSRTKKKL
Starred values were filed as active, the others as inactive; nt = not tested or not shown.

| Structure | Kir21 block | STK33 inh |
| --- | --- | --- |
| CCCc1cc(=O)oc2cc(OCC(=O)NC(Cc3ccc(Cl)cc3)C(=O)O)ccc12 (stereo not given) | 1.24 | -0.7 |
| COc1ccc(N/C=C\C(=O)c2ccc3ccccc3c2)cc1 | 1.2 | -1.2 |
| CN(C)c1ccc(/C=C2\SC(=O)N(CC(O)Cn3c4ccccc4c4ccccc43)C2=O)cc1 (stereo not given) | -0.79 | 0.4 |
| O=C(CCCCCn1c(=S)[nH]c2ccc(N3CCOCC3)cc2c1=O)NC1CCN(Cc2ccccc2)CC1 | 0.89 | -1.1 |
| Cc1cc(N2CCOCC2)n2nc(-c3cccc(F)c3)cc2n1 | -0.38 | -1.2 |
| CCCS(=O)(=O)N1CCN(Cc2ccccc2OCC)CC1 | -1.21 | 0.3 |
| COCCN(Cc1cc2cc(C)ccc2n2nnnc12)C(=S)Nc1cccc(C)c1 | 0 | nt |
| CCn1c(O)c(C=Nc2ccccc2)oc1=S | 1.65 | -0.3 |
| O=C(CNC(=O)c1ccco1)N/N=C/c1ccc(C(=O)O)cc1 | 0.2 | -0.3 |
| Cc1ccc(C)c(OC(=O)c2cccnc2)c1 | 0.14 | -2.0 |
| COc1cc(C(=O)N2CCN(Cc3ccccn3)CC2)cc(OC)c1OC | -0.58 | -2.1 |
| CN(Cc1ccccc1)C(=O)c1nc2ccccn2c1CNCCOc1cccnc1 | -1.91 | -2.0 |
| COc1ccccc1NC(=O)CSc1nc2ccccc2nc1N1CC(C)OC(C)C1 (stereo not given) | 0.83 | 6.7 |
| C[C@H](CO)N1C[C@H](C)[C@H](CN(C)C(=O)Nc2ccc(F)cc2)Oc2ccc(NC(=O)NC3CCCCC3)cc2CC1=O | nt | -0.1 |
| Nc1c(Cl)cc(Cl)cc1C(=O)OCC(=O)NC1CC1 | -0.1 | -1.8 |
| CCOCCCn1c(=NC(=O)c2cccnc2)c(C(=O)OCC)cc2c(=O)n3ccccc3nc21 | 0 | 1.1 |
| O=C(/C=C/c1cccc(Cl)c1)Nc1ncccn1 | 0.19 | 5.3 |
| Cc1cccc(C)c1N1CCN(c2nc(N(C)C)oc(=O)c2C#N)CC1 | -0.3 | -0.1 |
| CSc1nsc(SCC(=O)Nc2nncs2)n1 | -2.15 | -0.3 |
| CC(C)(C)OC(=O)NCCCCC1=CC2=CC(=O)C(C)(O)C(=O)C2=CO1 (stereo not given) | 0.27 | -0.2 |
| Cn1ccc(C(=O)OCC(=O)Nc2cccc(Cl)c2)n1 | 1.22 | 0.3 |
| CCOC(=O)c1c(-c2ccccc2)nc2cc(C)ccn12 | 0.09 | 2.1 |
| COC(=O)C1=C(O)/C(=C\c2cc(C)n(-c3ccc(F)cc3)c2C)N=C1C | 1.13 | -0.8 |
| COc1ccccc1-c1c(C)nn2c(C)cc(C)nc12 | 1.17 | -1.6 |

Retrieved by structure from above, 6 records:
| Structure | Kir21 block | STK33 inh |
| --- | --- | --- |
| Nc1c(Cl)cc(Cl)cc1C(=O)OCC(=O)NC1CC1 | -0.1 | -1.8 |
| CCCc1cc(=O)oc2cc(OCC(=O)NC(Cc3ccc(Cl)cc3)C(=O)O)ccc12 (stereo not given) | 1.24 | -0.7 |
| Cc1cc(N2CCOCC2)n2nc(-c3cccc(F)c3)cc2n1 | -0.38 | -1.2 |
| O=C(/C=C/c1cccc(Cl)c1)Nc1ncccn1 | 0.19 | 5.3 |
| CCCS(=O)(=O)N1CCN(Cc2ccccc2OCC)CC1 | -1.21 | 0.3 |
| CCOCCCn1c(=NC(=O)c2cccnc2)c(C(=O)OCC)cc2c(=O)n3ccccc3nc21 | 0 | 1.1 |

(more compounds)
| Structure | Kir21 block | STK33 inh |
| --- | --- | --- |
| COc1ccc(OC)c(-c2cc(C(=O)N3CCCc4ccccc43)no2)c1 | -0.49 | -0.4 |
| O=C(CN1CCc2ccccc21)NN1CC(=O)N(c2ccccc2)CC1=O | -0.47 | -1.7 |
| O=C(OCC(=O)N1CCOCC1)c1ccccc1OCc1ccccc1 | nt | -3.0 |
| Cc1ccc(-c2cc(C(=O)N/N=C/c3ccccc3O)n[nH]2)o1 | 0.55 | 0.2 |
| O=C(Nc1ccc2c(c1)OCO2)c1cc2n(n1)C(C(F)(F)F)CC(c1ccccc1)N2 (stereo not given) | 0.23 | -2.1 |
| O=C(CSc1nnnn1-c1cccc2c1CCCC2)NC1CCCC1 | -1.55 | -2.3 |
| C=CCNC(=S)N/N=C/c1cn(C)c2ccccc12 | 0.84 | -0.8 |
| COc1cc(-c2ccc(NC(=O)CN3CCC(C)CC3)c(OC)c2)ccc1NC(=O)CN1CCC(C)CC1 | 0.68 | nt |
| Cc1ccc(/C=N/n2c(-c3ccncc3)n[nH]c2=S)o1 | -2.44 | -0.8 |
| O=C(Nc1ccc(Cl)cc1)c1csc(-c2ccncc2)n1 | -0.46 | 1.8 |
| O=C(COc1ccccc1O)Nc1ccc(Cl)cc1 | 0.62 | -1.1 |
| Cc1ccccc1CN(C)CC(=O)Nc1ccccc1-c1ccccc1 | -5.56* | -1.1 |
| O=C(Nc1ccccc1NC(=O)c1ccccc1F)c1ccccc1F | -0.19 | 0.1 |
| O=C(CN1C(=O)C(=O)c2ccccc21)NCCc1ccccc1 | 0.8 | -1.8 |
| COC(=O)CCC(=O)OC1(C)C(=O)C=C2C=C3CCCN3C=C2C1=O (stereo not given) | 1.51 | 0.1 |
| CCOC(=O)c1sc(N/N=C/c2ccc(N(C)C)cc2)nc1C | -0.21 | -2.3 |
| Cc1ccnc(NC(=O)CC(c2ccccc2)c2ccccc2)n1 | -2.36 | -0.3 |
| CN1CCN(C(=S)SCc2nc(N)nc(Nc3ccc(F)cc3)n2)CC1 | 1.62 | 0.4 |
| O=S(=O)(c1ccccc1)c1nc(-c2ccco2)oc1Nc1ccccc1 | 1.04 | -1.3 |
| O=C1CCCC2=C1C1(CCCCC1)N=C(Nc1nc3ccccc3s1)N2 | -0.03 | -1.5 |
| COc1cccc(-c2nn[nH]n2)c1O | 1.96 | -1.9 |
| O=C(CCCn1c(=O)[nH]c2cc(Cl)ccc2c1=O)NCCCN1CCCC1 | 0.19 | -0.1 |
| O=C(NCC1CCCO1)C1CCC(=O)N1Cc1ccc(F)cc1 (stereo not given) | 0.12 | 1.8 |
| COc1cccc([C@@H]2Oc3ccc(OC)cc3C(=O)[C@H]2OC(=O)N[C@H](C)C2CCCCC2)c1 | 0.05 | 0.4 |
| CCN(C(=O)CSc1nnc(Nc2ccc(OC)cc2)s1)C1CCS(=O)(=O)C1 (stereo not given) | nt | -0.3 |
| COC(C/C=C\C(=O)COCc1ccccc1)OC | 0.06 | 0.9 |
| Cc1ccc(NC(=O)CSc2nc3c(c(=O)[nH]2)CN(Cc2ccc(F)cc2)CC3)cc1C | 0.86 | -2.0 |
| O=C(/C=C\Nc1cccc(F)c1)c1ccc2c(c1)OCO2 | -1.29 | -2.6 |
| CC1(NC(=O)c2cc(Cl)nc3ccccc23)CCS(=O)(=O)C1 (stereo not given) | nt | -0.6 |
| O=C(C1CCCC1)N1CCC(CO)(Cc2ccccc2Cl)CC1 | 0.34 | 0.3 |
| CCC1(c2ccc(F)cc2)NC(=O)N(CC(=O)N2CCN(C(=O)c3ccco3)CC2)C1=O (stereo not given) | nt | -1.0 |
| Cc1ccc(C(=O)c2ccccc2C(=O)OCC(=O)Nc2cccc([N+](=O)[O-])c2)cc1 | 0.12 | -0.8 |
| CCOC(=O)C1CCN(C(=O)Nc2ccc(OC(F)(F)F)cc2)CC1 | 0.19 | 0.8 |
| c1ccc2c(c1)ncn2-c1ncnc2sc3c(c12)CCCC3 | -0.94 | -0.2 |
| Cc1cc(C)cc(NC(=O)Nc2cnccn2)c1 | 1.13 | -1.2 |
| Nc1c(C(=O)NC2CCCC2)c2nc3ccccc3nc2n1/N=C/c1ccco1 | 1.16 | 0.0 |
| Cc1cc([N+](=O)[O-])ccc1N | nt | 0.0 |
| Cc1ccc(-c2c3c(=O)n(C)c(=O)n(C)c3cn2Cc2ccccc2)cc1 | 0.26 | 0.8 |
| Cc1cc(Nc2cc(C(=O)O)ccc2C)n2ncnc2n1 | -0.69 | -1.3 |
| Cc1nn(-c2ccc(N3CCOCC3)nn2)c(C)c1CCC(=O)NCc1ccc(F)cc1 | 0.03 | -1.7 |
| O=C(/C=C/c1ccco1)NC(=S)Nc1cccc(-c2nc3ccccc3o2)c1 | -0.05 | -1.4 |
| COc1ccc(CCNC(=O)COc2ccc3c(C)cc(=O)oc3c2)cc1 | nt | -1.8 |
| COC(=O)C(C)Sc1nc2c(cnn2-c2ccc(Cl)cc2)c(=O)[nH]1 (stereo not given) | -0.15 | -0.2 |
| Cc1ccccc1OCC(=O)Nc1sc2c(c1C#N)CC(C)(C)NC2(C)C | -2.09 | -0.8 |
| CC(C)c1ccc(NC(=O)c2cccnc2)cc1 | 1.06 | 0.6 |
| O=C(COC(=O)Cc1ccc(Cl)cc1Cl)Nc1ccc(OC(F)F)cc1 | 0.67 | -4.1 |
| COc1ccc(S(=O)(=O)N2CCCC2C(=O)Nc2nnc(-c3cccnc3)s2)cc1 (stereo not given) | 0.57 | -0.3 |
| COC(=O)Nc1nnc(CC(=O)Nc2ccccc2C)s1 | -1.43 | -0.3 |
| O=C(CSc1ncnc2sccc12)NCc1ccc2c(c1)OCO2 | nt | -0.2 |
| Cc1cc(SCC(=O)Nc2c(C)n(C)n(-c3ccccc3)c2=O)nc2ccccc12 | -1.09 | -1.6 |
| Cn1c(=O)[nH]c(=O)c2c1nc(N1CCN(CCO)CC1)n2Cc1ccccc1Cl | -0.64 | 6.0 |
| COc1cccc(CN2CCN(C(=O)c3cccc(OC)c3)CC2)c1 | -0.28 | -0.6 |
| CCCCn1c(CNC(=O)Cc2ccccc2)nc2ccccc21 | -1.52 | -1.6 |
| CCCOc1ccc(C(=O)Nc2ccc(Cl)cn2)cc1 | -0.97 | 0.0 |
| CC(C)CN1CCNC(=O)C1CC(=O)NCCc1ccc(C(F)(F)F)cc1 (stereo not given) | -1.18 | -0.6 |
| c1ccc(Cn2nnnc2C(c2cccnc2)N2CCN(C3CCCCC3)CC2)cc1 (stereo not given) | -0.99 | -0.9 |
| CCOC(=O)CN1C(=O)S/C(=C/c2ccco2)C1=O | -0.4 | -2.5 |
| CC(C)(C)n1nc2c(c1NC(=O)c1ccc(S(=O)(=O)N3CCCC3)cc1)CSC2 | 1.01 | -1.9 |
| COc1cc(OC)cc(-c2c(-c3ccc(F)cc3)c3cc(-c4ccc5c(c4)OCCO5)ccc3n2C)c1 | nt | -1.2 |
| O=[N+]([O-])c1ccc2c(c1)ncn2CCc1ccccc1 | -0.26 | -0.2 |

Continuation:
| Structure | Kir21 block | STK33 inh |
| --- | --- | --- |
| CCOC(=O)C1=C(O)C(=O)N(C2CCCCC2)C1 | 0.4 | -0.1 |
| C#CCOCCOCCOCCNc1nc(N2CCN(C(=O)[C@H](Cc3ccc(O)cc3)n3cc([C@@H](N)C(C)CC)nn3)CC2)nc(N2CCN(C(=O)[C@H](Cc3cc4ccccc4[nH]3)n3cc([C@@H](N)Cc4ccc(O)cc4)nn3)CC2)n1 (stereo not given in full) | -0.38 | -1.4 |
| CC(C)c1ccc(NC(=O)NN2CCOCC2)cc1 | 2.04 | -0.1 |
| COc1ccc(CCN2C(=O)CC(Nc3ccc(N4CCOCC4)cc3)C2=O)cc1OC (stereo not given) | -0.42 | -8.2 |
| COc1ccc(NC(=O)CCOc2ccc(C)cc2)c(OC)c1 | 0.01 | 7.8 |
| COc1cccc(/C=C/C(=O)NCCc2ccc(OC)c(OC)c2)c1 | 0.34 | 0.3 |
| COc1ccc(CC(=O)Nc2ccccc2N2CCCC2)cc1 | -6.33* | -1.4 |
| COc1ccc(N(CC(=O)NN=C2CCCCCCC2)S(=O)(=O)c2ccccc2)cc1Cl | 2.18 | 0.0 |
| CCOC(=O)C1CCN(S(=O)(=O)c2ccc(OC)c(C(=O)N3CCCCC3)c2)CC1 | -0.06 | -0.5 |
| Cc1cc(=O)[nH]c(/N=C(\N)Nc2ccc3c(c2)OCCO3)n1 | 0.98 | 0.3 |
| NS(=O)(=O)c1ccc(NC(=O)CNC(=O)c2ccc3c(c2)OCO3)cc1 | nt | -2.1 |
| COC(=O)c1c(N2C(=O)CC(Sc3ccccc3C(=O)O)C2=O)sc(C)c1C (stereo not given) | -0.38 | -0.7 |
| CCCOC(=O)c1ccc(NC(=O)COC)cc1 | 1.69 | -0.9 |
| Cc1ccc(C(=O)COC(=O)c2ccc(O)cc2)cc1 | 1.33 | 0.0 |
| O=C(CCC1CCCN(C(=O)c2ccc3cc[nH]c3c2)C1)NCc1ccc(F)c(F)c1 (stereo not given) | -0.79 | 0.7 |
| O=c1[nH]c2ccc(Cl)cc2c(-c2ccccc2)c1[N+](=O)[O-] | 0.27 | 0.8 |
| O=[N+]([O-])c1c(NCc2ccco2)ccc2nonc12 | -0.17 | -1.5 |
| CCN1CCN(c2ncnc3sc4c(c23)CCC(C)C4)CC1 (stereo not given) | 0.39 | -1.3 |
| COCCCN1C(=O)C(=O)/C(=C(/O)c2ccc(S(=O)(=O)N3CCOCC3)cc2)C1c1ccc(C)cc1 (stereo not given) | 1.49 | -1.7 |
| CN1C(=O)C(C)(C)c2cc(S(=O)(=O)N3CCC(C(=O)NCc4ccc(Cl)cc4)CC3)ccc21 | 2.52 | -1.0 |
| CCOc1cc(C(=O)N(C)Cc2cc3cc(OC)ccc3[nH]c2=O)cc(OCC)c1OCC | -0.51 | -1.1 |
| CCN(CC)C(=O)COc1ccc2oc(C)c(C(=O)OC)c2c1 | nt | -0.1 |
| O=C(NCc1cccnc1)C1c2ccccc2C(=O)N1C1CCCC1 (stereo not given) | -0.26 | 0.5 |
| Cc1ccc(CNc2nc3ccccc3n3nnnc23)cc1 | 0 | 1.6 |
| CCOC(=O)c1c(SCC(=O)Nc2nc(C)cs2)nc(=O)[nH]c1C | 0.32 | -0.7 |
| N=C1S/C(=C\c2ccc(-c3cccc(Cl)c3)o2)C(=O)N1c1nccs1 | 1.91 | -0.2 |

Bioassay records from PubChem BioAssay.
